Compound activity deposited in PubChem by several laboratories.
CHRM4 agonist: CHRM4 agonism in calcium assay; P08173; CHO-K1 hM4/Gqi5, Fluo-8 calcium fluorescence; vehicle 0%, full acetylcholine response 100%; 0.14% of 360,000 active; activation, % at 3 µM;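 active = activation above the run mean over all test wells plus 3 SD, cut at about 32% in these data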;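 also: peak over basal fluorescence ratio per well then scaled between controls; 0% = DMSO wells and 100% = acetylcholine at EC100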
Target sequence (P08173 whole entry, looked up): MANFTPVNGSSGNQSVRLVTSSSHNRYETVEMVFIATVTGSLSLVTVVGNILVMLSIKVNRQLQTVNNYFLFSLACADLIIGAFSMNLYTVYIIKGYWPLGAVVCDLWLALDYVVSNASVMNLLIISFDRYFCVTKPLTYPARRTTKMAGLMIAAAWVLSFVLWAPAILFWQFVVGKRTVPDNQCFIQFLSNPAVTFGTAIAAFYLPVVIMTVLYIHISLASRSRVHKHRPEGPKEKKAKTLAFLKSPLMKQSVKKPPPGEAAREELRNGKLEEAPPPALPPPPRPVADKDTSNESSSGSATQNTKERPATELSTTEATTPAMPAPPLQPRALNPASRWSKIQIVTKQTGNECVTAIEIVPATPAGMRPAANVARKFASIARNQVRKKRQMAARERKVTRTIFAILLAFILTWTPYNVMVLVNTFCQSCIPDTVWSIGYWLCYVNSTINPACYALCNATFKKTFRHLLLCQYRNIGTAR
CHRM5 antagonist: CHRM5 antagonism in calcium assay; CHO-hM5 cells, Fluo-8 calcium fluorescence, ACh EC80; 0.59% of 360,000 active; inhibition, % at 3 µM;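 active = inhibition above a per-plate cutoff, the mean of that plate's test compounds plus 3 SD, cut at about 27% in these data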;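 also: 0% = acetylcholine EC80 with DMSO and 100% = DMSO without agonist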
Target sequence (P08912 whole entry, looked up): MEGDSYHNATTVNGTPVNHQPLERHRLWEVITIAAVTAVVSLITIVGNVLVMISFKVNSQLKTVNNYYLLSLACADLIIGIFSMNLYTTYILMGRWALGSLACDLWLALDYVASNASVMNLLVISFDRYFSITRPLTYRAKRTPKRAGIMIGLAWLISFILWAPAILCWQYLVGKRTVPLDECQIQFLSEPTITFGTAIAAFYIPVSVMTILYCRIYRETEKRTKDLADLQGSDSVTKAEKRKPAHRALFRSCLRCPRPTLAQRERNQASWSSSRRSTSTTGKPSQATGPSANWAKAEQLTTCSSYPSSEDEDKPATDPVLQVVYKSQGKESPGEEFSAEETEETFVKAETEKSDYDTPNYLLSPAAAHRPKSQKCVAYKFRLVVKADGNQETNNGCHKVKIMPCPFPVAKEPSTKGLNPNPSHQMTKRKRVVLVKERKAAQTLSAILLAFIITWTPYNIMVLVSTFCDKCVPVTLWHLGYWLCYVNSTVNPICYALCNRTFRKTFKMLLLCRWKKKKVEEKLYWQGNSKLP
M1 PAM: human CHRM1 positive allosteric modulation | activation, % at 3 µM | 0.088% of 360,000 active | P11229 | CHO-K1 hM1, Fluo-8 calcium fluorescence, ACh EC20; 0% = ACh EC20, 100% = maximal ACh; in the data active = activation above about 19%, passing the limit was not always enough
CRFR2-BP ag: CRF-BP/CRF-R2 complex agonism; HEK293 CRF-R2/CRF-BP, calcium dye fluorescence (FLIPR); percent of saturating CRF peptide response; 0.46% of 350,000 active; activation, % at 13.2 µM;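 active = activation of at least 50%, plus an integration ratio under a set limit after plate pattern correction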;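 also: plate controls were neutral control wells without compound for no effect and CRF at EC100 for full effect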
M1 antag: antagonists of human M1 muscarinic receptor; inhibition, % at 3 µM; AID 588852; CHO-K1 hM1, Fluo-8 calcium fluorescence, ACh EC80 antagonist; 1.3% of 360,000 active; P11229;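 active = percent inhibition above its own plate's cutoff, namely the mean of that plate's compound wells plus 3 SD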;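 also: peak over basal fluorescence ratio during 140 s after agonist addition; 0% = ACh EC80 plus DMSO and 100% = DMSO alone without agonist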
CHRM4 PAM: CHRM4 positive allosteric modulation | activation, % at 3 µM | P08173 | 0.4% of 360,000 active | CHO-K1 hM4/Gqi5, Fluo-8 calcium fluorescence, ACh EC20; 0% = ACh EC20, 100% = maximal ACh | AID 624126;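 active = activation above its plate's cutoff, the mean activation of sample wells plus 3 SD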; also: some results filed as inactive read as strong as hits
CHRM5 agonist: agonists of human muscarinic M5 receptor (CHRM5); CHO-K1 hM5 cells, Fluo-8 calcium fluorescence; 0% DMSO wells, 100% maximal acetylcholine response; activation, % at 3 µM; 0.19% of 360,000 active; AID 624037;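 active = activation above the run's mean over test compounds plus 3 SD, cut at about 23% in these data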;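 also: signal is peak over basal fluorescence ratio across the kinetic read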
CHRM4 antagonist: antagonists of human muscarinic M4 receptor (CHRM4); 0.73% of 360,000 active; inhibition, % at 3 µM; CHO-hM4 cells, ACh EC80, Fluo-8 calcium fluorescence;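 active = inhibition above its plate's cutoff, the mean inhibition of sample wells plus 3 SD, cut at about 27% in these data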;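 also: 0% = acetylcholine EC80 with DMSO and 100% = DMSO without agonist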
M5 PAM: CHRM5 positive allosteric modulation | P08912 | CHO-K1 hM5, Fluo-8 calcium, ACh EC20 PAM; 0% = ACh EC20, 100% = ACh EC100 | activation, % at 3 µM | 0.3% of 360,000 active;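 active = activation above the run cutoff, the mean activation of all test compounds plus 3 SD, cut at about 18% in these data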
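Assay system – human M5 receptor in CHO-K1 cells · Read-out – % activation, ACh-normalized · Technique – Fluo-8 calcium fluorescence · Dosing – single-point, 3 µM nominal · Incubation – Fluo-8 loading 80 min at 37 °C plus 30 min room temperature · Repeats – singlicate, one well per test compound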
* hit, by the source's call; / = not tested or not shown.

SMILES	CHRM4 agonist	CHRM5 antagonist	M1 PAM	CRFR2-BP ag	M1 antag	CHRM4 PAM	CHRM5 agonist	CHRM4 antagonist	M5 PAM
CNC(=O)NC(=O)CSc1nc2cc(C(=O)OC)ccc2c(=O)n1-c1ccccc1	1	4	0	0.7	-4	0	2	1	-3
O=C(COC(=O)c1ccccc1NC(=O)c1ccco1)NCCC1=CCCCC1	3	2	-2	3.2	13	-4	-2	14	-4
CCCCOC(=O)Cn1c2ccc(OC)cc2c2nc3ccccc3nc21	0	4	3	21	-2	1	-2	10	0
COc1ccc(CNC(=S)N2CCN(S(=O)(=O)c3cccc(F)c3)CC2)cc1	8	5	-5	2.8	12	-9	1	0	-4
CC1(C)CC(OC(=O)c2ccco2)CC(C)(C)N1O	0	-16	6	4.2	-5	3	-10	1	-1
O=C(O)c1c[nH]ccc1=O	0	5	1	-0.3	3	-4	0	7	-2
CC(=O)Nc1ccc(NC(=O)C(Cc2ccccc2)NC(=O)C2CCCCC2)cc1 (centres undefined)	1	-10	8	-1.2	-9	19	-2	-18	0
O=C(O)/C=C\C(=O)Nc1ccc(N2CCN(c3ccc(F)cc3)CC2)cc1	0	-6	-25	0.2	3	-11	1	3	2
CC(C)Oc1cccc(C(=O)NC(=S)Nc2ccc3c4c(cccc24)CC3)c1	0	-3	2	-3.8	-2	13	-1	-3	2
CC(=O)C1(C)C(=O)N(c2ccc(C)cc2)C(=O)N1c1ccc(C)cc1 (centres undefined)	0	-11	5	-2.4	-15	0	0	-9	4
O=C(CCCN1C(=O)/C(=C\c2cccs2)SC1=S)Nc1cccc(C(=O)O)c1	1	-5	13	40	-19	21*	-2	-20	0
Cc1ccc2[nH]cc(C(=O)CCl)c2c1	1	4	7	2.1	-9	7	-3	-4	-4
Cc1cc(C)c(C#N)c(SCC(=O)Nc2ccc3c(c2)OCO3)n1	1	4	5	-0.8	-7	6	-3	-9	-4
COc1ccc(C(=O)Nc2cc(C)on2)cc1	0	0	10	0.8	-10	8	0	5	-2
COc1ccc2c(c1)cc(C(=O)N[C@@H](CCSC)C(=O)N1CCC[C@H]1C(=O)O)n2C	2	-2	-1	-0.5	-10	5	-2	-11	5
Cc1cccc(NC(=O)c2sccc2-n2cccc2)c1C	-1	-1	1	-0.9	-3	-4	-12	-1	-6
CCc1nc(NCc2cccs2)c2nnn(Cc3ccccc3)c2n1	1	2	9	-0.6	-16	7	1	-8	2
CC1NC(=O)NC1CCCCCC(=O)Nc1ccc(F)cc1 (centres undefined)	1	13	5	1.8	-4	0	0	-2	-1
COC(=O)c1ccc(CN2C(=O)NC3(CCCCC3C)C2=O)o1 (centres undefined)	6	5	0	0.1	0	-8	-1	-14	-1
COc1ccc(-c2ccc(Nc3ccc(C(=O)N4CCOCC4)cc3)nn2)cc1OC	7	-3	8	-3.0	1	8	3	-7	-4
NC(=O)CSCc1nc2ccccc2s1	1	-1	6	-1.6	-8	14	-1	0	11
O=C1S/C(=C\c2ccc(N3CCOCC3)o2)C(=O)N1Cc1c(F)cccc1Cl	2	4	4	16	-6	-3	4	6	-3
CCN1CCN(c2ccc(S(=O)(=O)N3CCCCC3)cc2NC(=O)c2ccc([N+](=O)[O-])s2)CC1	6	2	0	-0.6	3	-5	0	7	-2
N#CN1CCC(NS(=O)(=O)c2ccc(C(F)(F)F)cc2)C1 (centres undefined)	10	10	-7	12	5	-8	10	-9	-8
OCCC1CN(Cc2cn[nH]c2C2CCCCC2)CCN1C1CCCCC1 (centres undefined)	1	2	6	-0.8	-4	-2	-2	-3	1
O=C(CCC(=O)OCC(=O)c1ccccc1)Nc1cccc2cccnc12	2	-2	12	-1.2	-12	5	1	0	-1
CCn1c(C(=O)O)c(CC(=O)Nc2ccccc2F)c2ccccc21	0	-1	6	1.1	0	-1	-1	-2	-4
COc1ccc(N(Cc2ccccc2)C(=O)CSc2nnc(Cn3nnc4ccccc43)o2)cc1	0	-1	14	0.4	-24	11	-6	2	6
Cc1ccc(S(=O)(=O)Nc2ccc(S(=O)(=O)Nc3cc(C)nc(C)n3)cc2)cc1	1	6	7	0.5	-2	-3	-4	7	2
COc1cc(-c2n[nH]c(=S)n2/N=C/c2cccn2C)cc(OC)c1OC	51*	17	-26	104*	39*	-39	50*	7	-18
COC(=O)c1ccccc1NC(=O)CSCC(=O)Nc1ccccc1OC	4	-3	7	-0.4	-1	-1	0	-4	1
Cc1cc(NC(=O)COC(=O)/C=C/c2ccc(C)o2)no1	1	-8	3	4.8	-1	0	2	5	7
CCOC(=O)C1=NNC(=O)C1	0	-5	7	1.8	-17	5	-1	0	7
Cc1ccc(S(=O)(=O)NC2=NCN(Cc3ccccc3)CN2)cc1	1	0	5	-3.0	-11	4	0	3	0
Cc1ccc(NS(=O)(=O)c2ccc(NC(=O)CN(c3cc([N+](=O)[O-])ccc3C)S(C)(=O)=O)cc2)c(C)c1	4	2	2	-0.1	8	-2	0	16	-1
Oc1cccc(C2c3[nH]c4ccccc4c3CCN2Cc2ccc3c(c2)CCO3)c1 (centres undefined)	2	11	-2	1.2	2	-4	-6	-7	-5
CNS(=O)(=O)c1cc(NC(=O)c2cnc(SC)n2-c2ccccc2)ccc1C	7	-1	8	0.8	-9	-4	-2	-16	-2
O=C1C(Cc2cccc([N+](=O)[O-])c2)S/C(=N/N=C/c2ccco2)N1c1ccccc1 (centres undefined)	4	3	2	-2.8	-3	0	-2	-2	-7
CCOc1ccc(CCNC(=O)CCS(=O)(=O)c2ccc(Br)cc2)cc1OCC	0	3	0	-1.6	-6	12	-3	-17	0
CCCS(=O)(=O)NC(=O)C1(C)CCN(C(=O)c2cc(C(C)(C)C)nn2C)C1 (centres undefined)	-1	-8	14	/	-8	8	0	-5	8
CC1(C)CC(=O)C=C(c2n[nH]nc2C2=CCCCC2)C1	1	0	-6	6.6	12	0	1	-7	1
Cc1ccc(C)c(N(CC(=O)NC2CCCC2)C(=O)CCC(=O)Nc2nccs2)c1	0	-7	5	-3.6	7	8	-2	-8	0
CCOc1ccc(NC(=O)CC2C(=O)NCCN2C(=O)Nc2ccccc2)cc1 (centres undefined)	0	7	2	-1.3	2	-3	-3	-2	-3
Cc1ccc(C(=O)N2CCC(C(=O)c3ccc(F)cc3)CC2)cc1	1	2	3	-0.2	1	-2	1	-6	-3
Cc1c(Cl)c([N+](=O)[O-])nn1CCCC(=O)NC1CCCCC1	1	3	2	1.4	-3	-10	-1	15	-4

Single entries from the entries so far.
CNS(=O)(=O)c1cc(NC(=O)c2cnc(SC)n2-c2ccccc2)ccc1C | CHRM4 agonist: 7
Cc1cc(NC(=O)COC(=O)/C=C/c2ccc(C)o2)no1 | M5 PAM: 7
O=C1C(Cc2cccc([N+](=O)[O-])c2)S/C(=N/N=C/c2ccco2)N1c1ccccc1 (centres undefined) | M5 PAM: -7
Cc1ccc(S(=O)(=O)NC2=NCN(Cc3ccccc3)CN2)cc1 | CHRM4 agonist: 1
CCOc1ccc(CCNC(=O)CCS(=O)(=O)c2ccc(Br)cc2)cc1OCC | M1 antag: -6
CCOC(=O)C1=NNC(=O)C1 | CHRM5 agonist: -1

Going on with the list.
SMILES	CHRM4 agonist	CHRM5 antagonist	M1 PAM	CRFR2-BP ag	M1 antag	CHRM4 PAM	CHRM5 agonist	CHRM4 antagonist	M5 PAM
Cc1ccc(S(=O)(=O)/N=C(\c2ccccc2)N(C)S(=O)(=O)c2ccccc2)cc1	1	-8	4	-4.3	0	3	0	0	7
O=C(NCc1nc2ccccc2[nH]1)C1=C[C@H](C2CCCCC2)C[C@H](OCCCCO)O1	7	12	-4	1.1	1	-6	1	13	-7
CC(=O)c1ccc(S(=O)(=O)Nc2ccc(-c3ccc4nncn4n3)cc2)cc1	0	6	8	1.8	7	3	-1	7	1
CC1=Nn2c(nc(-c3ccccc3)c2-c2ccccc2)N(CC(N)=O)C(=O)C1	1	-5	5	-1.3	-16	17	-2	-14	-1
Cc1cc(C)cc(NC(=O)Nc2ccc(Cl)cn2)c1	1	-8	-10	0.3	11	-8	1	4	-5
O=C1CC(c2ccccc2)c2cccc(F)c21 (centres undefined)	0	8	-3	-1.8	0	-5	0	8	-1
Cc1ccc(N(CC(=O)Nc2ccc(-c3nc4ccc(C)cc4s3)cc2)S(C)(=O)=O)cc1	2	-7	-1	0.6	-1	1	2	-7	3
CC(C)c1ccc(NC(=O)C2(C)Cc3c(-c4ccc(N(C)C)cc4)ccnc3O2)cc1 (centres undefined)	-1	-4	0	/	-7	0	-1	-5	0
Cc1ccc(S(=O)(=O)N(CC(=O)NCc2ccncc2)Cc2ccccc2F)cc1	8	16	8	-0.7	2	-5	-2	-1	-6
Fc1c(F)c(F)c(N/N=C/c2c[nH]c3ccccc23)c(F)c1F	1	-1	5	-0.4	0	5	2	-7	2
Cc1ccc(C(=O)COC(=O)CNC(=O)Cc2ccccc2)cc1[N+](=O)[O-]	4	0	-4	-1.2	-9	-7	-2	1	2
COc1ccc(Cc2nnc(SCC(=O)N3CCCC(C)C3)o2)cc1 (centres undefined)	1	0	3	-1.2	-8	6	3	-8	3
CCN(CC(=O)Nc1ccc(NC(C)=O)cc1)C(=O)c1cn(-c2ccccc2)nc1-c1cccs1	15	11	-9	1.1	12	-12	3	18	-25
CC(=O)c1ccc(NC(=O)c2cccc(N3C(=O)c4ccccc4C3=O)c2)cc1	0	2	12	1.3	-9	3	1	-1	-1
CCC(=O)N=c1n(C)c2ccccc2n1CCOc1ccccc1	0	18	6	2.0	-8	11	-1	3	-7
CCCCCCNC(=O)C(C(=O)OCC)C1CCCCC1 (centres undefined)	6	9	0	0.2	0	0	-8	5	-14
COc1cc(OC)c2c(c1O)OC(c1ccccc1)CC2=O (centres undefined)	1	5	5	-1.3	-11	5	0	-7	-4
COc1ccc(C(CNC(=O)c2ccc(S(=O)(=O)Nc3ccccc3OC)cc2)N2CCCC2)cc1 (centres undefined)	5	10	-14	0.2	12	-4	-6	-9	6
O=C(COc1ccc2c(C(F)(F)F)cc(=O)oc2c1)Nc1ccc(N2CCOCC2)cc1	1	-8	-1	2.7	2	3	0	-3	4
CC(C)Cn1c(C(C)C)nc([N+](=O)[O-])c1S(=O)(=O)c1ccc(F)cc1	0	6	3	0.7	1	3	-6	-2	-4
CCOc1ccc(C(=O)OCC(=O)Nc2ccc3c(c2)OCCO3)cc1OC	1	6	11	-0.8	-11	10	-1	-8	8
CCOC(=O)N1CCN(C(=S)Nc2ccc(C)c(C)c2)CC1	-1	-2	3	-0.1	4	2	7	2	2
COc1ccc(-n2nc(C(=O)O)cc2-c2ccccc2)cc1	0	6	3	0.3	-5	0	1	3	-4
Cc1ccc(S(=O)(=O)CCC(=O)OCC(=O)N(C)CC(=O)Nc2ccc(F)cc2)cc1	1	-3	-11	-1.1	20*	0	-1	-3	2
COc1cc(C(C2C(=O)CC(C)(C)CC2=O)C2C(=O)CC(C)(C)CC2=O)cc(OC)c1OC	0	10	1	0.3	2	-3	-1	0	-4
Cc1cnc(C(=O)OCC(=O)N2CC(C)CC(C)C2)cn1 (centres undefined)	2	2	11	-0.6	-11	10	-1	-7	2

Given with two lines to a compound: 2 of the compounds above
Order of results: CHRM4 agonist, CHRM5 antagonist, M1 PAM, CRFR2-BP ag, M1 antag, CHRM4 PAM, CHRM5 agonist, CHRM4 antagonist, M5 PAM
- COc1ccc(N(Cc2ccccc2)C(=O)CSc2nnc(Cn3nnc4ccccc43)o2)cc1
→ 0, -1, 14, 0.4, -24, 11, -6, 2, 6
- Cc1c(Cl)c([N+](=O)[O-])nn1CCCC(=O)NC1CCCCC1
→ 1, 3, 2, 1.4, -3, -10, -1, 15, -4
